High-throughput results (PubChem BioAssay)
CHO parental Ca: counter-screen: ATP calcium response change in parental CHO cells | inhibition, % at 5.6 µM | 330,000 compounds, 0.63% hits | parental CHO-K1, ATP-induced calcium, Fluo-8 fluorescence;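 active = inhibition above that plate's mean sample inhibition plus 3 SD, cut at about 26% in these data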;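 note: 0% = ATP-challenged DMSO wells and 100% = DMSO wells without ATP; some compounds past the cut are filed as inactive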
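material = parental CHO cells | also added = ATP as calcium-mobilizing challenge | dosing = single point at 5.6 µM | detection = intracellular calcium via Fluo-8 no-wash fluorescent dye | read-out = % inhibition | benchmarks = low control ATP plus DMSO, high control DMSO only | repeats = one well per compound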
TAAR1 antagonist: human TAAR1 antagonism. Q96RJ0. CHO RD-HGA16 TAAR1, Fluo-8 calcium fluorescence, antagonist. inhibition, % at 3 µM. 360,000 compounds, 1.5% hits. AID 624466;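 active = inhibition above a per-plate cutoff, the mean inhibition of test compounds on that plate plus 3 SD, cut at about 49% in these data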;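 note: 0% = DMSO plus EC80 beta-PEA response and 100% = DMSO alone without agonist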
Target sequence (Q96RJ0 whole entry, looked up): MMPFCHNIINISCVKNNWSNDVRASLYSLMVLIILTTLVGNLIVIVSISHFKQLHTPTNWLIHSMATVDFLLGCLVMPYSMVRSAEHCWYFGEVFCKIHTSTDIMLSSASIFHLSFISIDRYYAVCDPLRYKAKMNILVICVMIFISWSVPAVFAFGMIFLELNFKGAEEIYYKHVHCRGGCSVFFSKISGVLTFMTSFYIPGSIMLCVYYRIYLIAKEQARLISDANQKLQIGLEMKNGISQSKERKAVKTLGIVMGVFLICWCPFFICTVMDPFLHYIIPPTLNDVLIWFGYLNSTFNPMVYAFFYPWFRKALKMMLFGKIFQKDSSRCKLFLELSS
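Test system: RD-HGA16 CHO cells with stable hTAAR1 and Gα16 / Probe or stimulus: EC80 β-phenethylamine stimulus / Times: seeding 17-24 h prior, 75-min 37 °C, 30-min RT dye loading / Detection: Fluo-8 calcium-sensitive fluorescence / Read-out basis: % inhibition scaled between DMSO and EC80 PEA controls / Repeats: singlicate, one well per test compound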
CHRM1 agonist: activates human CHRM1 receptor; 360,000 compounds, 0.33% hits; activation, % at 3 µM; CHO-K1 hM1, Fluo-8 calcium fluorescence, agonist mode; 0% DMSO, 100% acetylcholine EC100;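 active = activation above the run's mean compound activation plus 3 SD, cut at about 16% in these data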;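 note: peak over basal fluorescence ratio within a 140 s kinetic read after compound addition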
Target sequence (P11229 whole entry, looked up): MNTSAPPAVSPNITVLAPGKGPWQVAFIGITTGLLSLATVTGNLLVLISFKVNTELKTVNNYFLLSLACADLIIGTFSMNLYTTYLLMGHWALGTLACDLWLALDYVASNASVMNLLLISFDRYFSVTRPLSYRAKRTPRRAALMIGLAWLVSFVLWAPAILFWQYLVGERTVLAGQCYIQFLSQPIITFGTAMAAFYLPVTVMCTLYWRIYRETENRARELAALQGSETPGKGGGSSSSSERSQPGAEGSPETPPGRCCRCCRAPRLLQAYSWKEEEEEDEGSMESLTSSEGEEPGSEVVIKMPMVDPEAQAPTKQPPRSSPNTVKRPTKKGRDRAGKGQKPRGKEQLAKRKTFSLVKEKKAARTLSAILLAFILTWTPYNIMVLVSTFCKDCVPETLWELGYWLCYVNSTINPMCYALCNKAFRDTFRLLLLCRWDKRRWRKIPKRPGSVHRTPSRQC
CHRM1 PAM: potentiates human M1 receptor response to acetylcholine. P11229. CHO-K1 hM1, Fluo-8 calcium fluorescence, ACh EC20; 0% = ACh EC20, 100% = maximal ACh. activation, % at 3 µM. 360,000 compounds, 0.088% hits. AID 588819; in the data active = activation above about 19%, passing the limit was not always enough
M1 antag: antagonists of human M1 muscarinic receptor. CHO-K1 hM1, Fluo-8 calcium fluorescence, ACh EC80 antagonist. inhibition, % at 3 µM. 360,000 compounds, 1.3% hits. AID 588852;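 active = percent inhibition above its own plate's cutoff, namely the mean of that plate's compound wells plus 3 SD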;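 note: peak over basal fluorescence ratio during 140 s after agonist addition; 0% = ACh EC80 plus DMSO and 100% = DMSO alone without agonist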
V1R ag counter: counter-screen for oxytocin receptor agonists: human V1a receptor agonists; activation, % at 3 µM; CHO-V1R cells, Fluo-8 calcium fluorescence, agonist mode; 0% DMSO, 100% 3 nM vasopressin; P37288; 320,000 compounds, 0.25% hits; AID 2797;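 active = activation above the mean activation of all tested compounds plus 3 SD, per screening run, cut at about 20% in these data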;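 note: signal is peak over basal fluorescence ratio across a 100 second FLIPR read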
OXTR ag: agonists of human oxytocin receptor. CHO-OTR cells, Fluo-8 calcium fluorescence; normalized: DMSO 0%, oxytocin 100%. activation, % at 3 µM. 320,000 compounds, 0.32% hits. AID 2435;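 active = activation above the mean of all tested compounds plus 3 SD, cutoff set per screening run, cut at about 20% in these data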;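 note: peak over basal fluorescence ratio from a 100 s FLIPR kinetic read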
OXTR potentiate: potentiators of human oxytocin receptor | P30559 | CHO-OTR cells, Fluo-8 calcium fluorescence, potentiator mode; 0% = oxytocin EC15, 100% = EC100 | activation, % at 3 µM | 320,000 compounds, 0.061% hits;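 active = activation above that plate's cutoff, the mean activation of tested compounds plus 3 SD, cut at about 6.6% in these data, passing the limit was not always enough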;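 note: 100% uses oxytocin at 75 nM as the full agonist control; some results filed as inactive read as strong as hits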
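Material: CHO-OTR cells, human receptor; compound dosing: single dose, 3.0 µM nominal final compound concentration; schedule: 6 min compound pre-incubation at room temperature, 100 s kinetic read; measured by: kinetic Fluo-8 calcium fluorescence; read-out basis: % activation vs EC15 and EC100 oxytocin; controls: EC15 oxytocin alone as 0%, 75 nM oxytocin as 100%; replicates: singlicate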
TAAR1 ag: human TAAR1 agonism. activation, % at 3 µM. 360,000 compounds, 0.99% hits. Q96RJ0. CHO RD-HGA16 TAAR1, Fluo-8 calcium fluorescence; vehicle wells 0%, saturating PEA agonist 100%;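 active = activation above the mean activation of all test compounds in the run plus 3 SD, cut at about 38% in these data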
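System: CHO RD-HGA16 cells carrying human TAAR1 plus Gα16; Incubation: 17-24 h seeding, 75 min 37 °C dye, 30 min RT; Measured by: Fluo-8 fluorescence, 5 s baseline then 140 s kinetic read; Control set: DMSO and PEA EC100; Replication: single well for each compound.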
* marks the source's active call; other numbers are inactive results; . = no result given.

SMILES | CHO parental Ca | TAAR1 antagonist | CHRM1 agonist | CHRM1 PAM | M1 antag | V1R ag counter | OXTR ag | OXTR potentiate | TAAR1 ag
COc1ccc(-c2cc(-c3ccccc3)n[nH]2)c(O)c1 | -9.4 | -5.2 | -5.9 | 2.7 | 9.7 | 1.3 | 3.1 | -9.2 | 7.5
CCOCc1c(C(=O)Nc2ccccc2N2CCN(C)CC2)oc2ccccc12 | . | -32.9 | -3.8 | 6.4 | -4.1 | . | . | . | 3.1
O=C(O)c1ccc(Nc2ccc(Cl)c(Cl)c2)c([N+](=O)[O-])c1 | . | -11.2 | -5.2 | 8.5 | -4.8 | . | . | . | -0.8
CCN1CCN(CC(=O)NC2CCCCC2)C(=O)C1=O | -5.7 | -13.5 | -3.1 | 3.7 | -2.8 | -0.9 | -0.2 | -6.0 | 2.2
COc1ccc(N(CC(=O)Nc2ccc(C)c(C)c2)C2=NC3CS(=O)(=O)CC3S2)cc1 (configuration not stated) | -3.6 | -12.9 | -1.7 | 2.9 | -5.5 | 0.3 | 0.3 | -0.5 | 2.5
CC(=O)N1CCN(CC(C)(C)NS(=O)(=O)c2ccc(C)cc2)CC1 | -1.7 | 17.1 | -0.7 | 13.3 | -7.4 | 2.9 | -0.3 | -3.7 | 0.4
CC(=O)NC(C)(c1ccccc1)c1nc(-c2cc(F)cc(F)c2)cs1 (configuration not stated) | . | -10.5 | -4.7 | 0.2 | -5.9 | . | . | . | 4.6
Cc1ccc(C(=O)NNC(=O)CSc2nnc(-c3ccncc3)n2-c2ccc(C)cc2)cc1 | 5.4 | -7.7 | -2.7 | 1.1 | -5.8 | -0.2 | -1.2 | -10.2 | 4.4
Cc1ccc(Nc2nnc(-c3ccc4c(c3)OCO4)o2)c(C)c1 | -11.4 | -9.9 | -6.0 | 11.6 | -14.3 | -0.2 | -1.9 | -18.3 | 9.1
CN(Cc1ccccn1)C(=O)CC1C(=O)NCCN1Cc1cccc(Oc2ccccc2)c1 (configuration not stated) | -17.5 | -6.7 | -7.2 | 6.8 | -1.8 | -0.1 | 0.1 | -12.9 | 3.4
CCCN1CCN(CC(=O)Nc2nnc(CC)s2)CC1 | 4.1 | 10.1 | -0.3 | 5.7 | -7.8 | 0.7 | 0.0 | -2.9 | -0.1
Cc1cc(-c2nnc(SCC(=O)Nc3ccc(Br)cc3F)n2N)n[nH]1 | -10.1 | -2.0 | -1.0 | 2.2 | -2.5 | 1.3 | 0.1 | -0.1 | 19.3
CC(=O)Oc1ccc(N(C(C)=O)S(=O)(=O)c2ccc3ccccc3c2)cc1Br | -3.9 | 3.2 | -1.0 | -8.3 | 22.9 | 1.9 | 1.4 | -14.7 | -1.6
CCN(CC)S(=O)(=O)c1cccc(-c2nnc(SCC(N)=O)n2C)c1 | -4.9 | 0.3 | -5.1 | 12.2 | -18.4 | 0.9 | -0.8 | -17.7 | 2.2
CCCCOC(=O)/C=C\C(=O)OCCCC | -6.4 | 13.1 | -2.6 | 3.9 | -8.0 | 0.8 | 0.2 | -5.8 | -0.2
Cc1onc(-c2ccccc2)c1-c1nnc(COC(=O)c2ccc(N(C)C)cc2)o1 | . | 73.5* | -0.6 | -27.9 | 99.9* | . | . | . | 4.8
O=C(O)C1C2CCC(O2)C1C(=O)Nc1ccc(F)c(Cl)c1 (configuration not stated) | -0.9 | -20.6 | -1.0 | 10.3 | -16.8 | -0.7 | 0.0 | -3.5 | 4.9
O=C(NCC1CCC(C(=O)O)CC1)OCc1ccccc1 (configuration not stated) | -0.8 | -23.4 | -6.2 | 5.4 | -4.8 | 0.7 | -0.4 | -5.6 | 1.8
O=C(Nc1ncc(Cc2cccc(Cl)c2)s1)c1cccs1 | -11.3 | -9.3 | -3.0 | 1.4 | -23.9 | 0.1 | -0.4 | -7.5 | 3.4
CCSc1nnc(NC(=O)C2CCCCC2C(=O)OCC(F)(F)C(F)F)s1 (configuration not stated) | -3.6 | -3.2 | -5.2 | 9.7 | -6.3 | -0.3 | 0.3 | 3.1 | 3.6
CC1CCCN(S(=O)(=O)c2cnc[nH]2)C1 (configuration not stated) | -1.2 | -20.8 | -2.7 | 4.8 | -5.0 | 0.9 | -0.7 | -3.2 | 2.0
O=C(c1cccc(N2C(=O)C3C4C=CC(C4)C3C2=O)c1)N1CCCCCC1 (configuration not stated) | -11.4 | -5.9 | -3.4 | 6.5 | -6.4 | 0.0 | -0.8 | -7.6 | 6.0
Cc1ccc(NC(=O)c2nc[nH]c2C(=O)NCCN(CCNC(=O)c2[nH]cnc2C(=O)Nc2ccc(C)cc2)CCNC(=O)c2[nH]cnc2C(=O)Nc2ccc(C)cc2)cc1 | -6.7 | 5.5 | -1.6 | 2.7 | -5.7 | 0.1 | 2.1 | -5.4 | 2.7
CC(C)[C@H](NC(=O)c1ccccc1F)C(=O)OCC(=O)Nc1sccc1C(N)=O | -14.3 | 1.2 | 1.1 | -7.3 | 8.1 | 8.2 | 9.9 | -10.1 | 16.8
O=C(NCc1ccco1)c1ccc(Cn2cc([N+](=O)[O-])cn2)o1 | -6.1 | 0.6 | -3.1 | 4.0 | -2.9 | 0.7 | 0.7 | -5.3 | 5.0

In another format: entries from further up
compound,CHO parental Ca,TAAR1 antagonist,CHRM1 agonist,CHRM1 PAM,M1 antag,V1R ag counter,OXTR ag,OXTR potentiate,TAAR1 ag
O=C(c1cccc(N2C(=O)C3C4C=CC(C4)C3C2=O)c1)N1CCCCCC1 (configuration not stated),-11.4,-5.9,-3.4,6.5,-6.4,0.0,-0.8,-7.6,6.0
CN(Cc1ccccn1)C(=O)CC1C(=O)NCCN1Cc1cccc(Oc2ccccc2)c1 (configuration not stated),-17.5,-6.7,-7.2,6.8,-1.8,-0.1,0.1,-12.9,3.4
O=C(O)c1ccc(Nc2ccc(Cl)c(Cl)c2)c([N+](=O)[O-])c1,.,-11.2,-5.2,8.5,-4.8,.,.,.,-0.8
CCSc1nnc(NC(=O)C2CCCCC2C(=O)OCC(F)(F)C(F)F)s1 (configuration not stated),-3.6,-3.2,-5.2,9.7,-6.3,-0.3,0.3,3.1,3.6

(listing goes on)
SMILES | CHO parental Ca | TAAR1 antagonist | CHRM1 agonist | CHRM1 PAM | M1 antag | V1R ag counter | OXTR ag | OXTR potentiate | TAAR1 ag
NC(Cc1ccc(O)cc1)c1cn([C@@H](CCC(=O)O)C(=O)N2CCNCC2)nn1 (some centres not stated) | 3.9 | -2.4 | 0.3 | 17.7 | -7.8 | 0.5 | 0.5 | 2.2 | 2.5
CCc1ccc(C(=O)NNc2ccc(F)cc2F)cc1 | -2.2 | -23.1 | -2.5 | 1.6 | -7.8 | -0.4 | -0.1 | -2.7 | 2.0
CC(=O)N1CCN(c2ccc(NC(=O)c3ccc4c(c3)OCCO4)cc2Cl)CC1 | -9.0 | 5.7 | -3.2 | 5.2 | -3.4 | 1.1 | 1.2 | -2.2 | 8.2
Cc1ccc(S(=O)(=O)Nc2ccnc(-c3cccnc3)n2)cc1 | -6.8 | 9.0 | -5.4 | 9.0 | -9.9 | 1.1 | 0.2 | -4.7 | 3.9
Cc1ccccc1OCCn1c(S(=O)(=O)O)nc2c(N)ncnc21 | 1.5 | -4.9 | 3.7 | 9.8 | 4.2 | 1.8 | 0.6 | -4.9 | 6.2
O=[N+]([O-])c1ccccc1/C=N/NC1=NCCN1 | -7.3 | -14.8 | -2.2 | 19.5 | -27.3 | -0.2 | -0.2 | 3.5 | 2.8
Cc1ccc(C)c(NC(=O)c2cc(=O)c3ccccc3o2)c1 | -12.6 | 16.1 | -0.8 | 11.6 | -6.0 | 1.7 | 0.2 | -6.6 | -0.8
O=C(COC(=O)Cc1ccccc1F)Nc1ccc(F)cc1F | 11.7 | 4.8 | -4.7 | 5.4 | -10.6 | -0.8 | -0.6 | -15.3 | -0.1
O=C(NNC(=S)NCc1ccccc1)c1cccnc1 | 10.2 | -47.1 | -0.9 | 20.9 | -25.4 | 0.1 | 0.1 | -1.3 | 8.1
N#C/C(=C/c1ccncc1)c1nc2ccccc2c(=O)[nH]1 | -8.9 | -29.5 | -1.0 | 12.5 | -14.7 | 0.8 | 1.1 | -3.5 | 0.1
COCCNC(=O)Nc1ccc2c(c1)N(C)C(=O)c1ccccc1S2 | -6.6 | -5.8 | -1.0 | 14.0 | -18.3 | 0.8 | 0.5 | 3.9 | 1.9
CCOC(=O)N1CCC(c2[nH][nH]c(=O)c2C)CC1 | 4.1 | -2.6 | -2.9 | 4.5 | 0.5 | 2.1 | 1.1 | -3.6 | 12.1
O=C(N/N=C/c1cc([N+](=O)[O-])ccc1O)c1cccc2ccccc12 | 28.2 | -2.9 | -0.3 | 2.6 | -6.7 | 1.9 | -0.8 | -6.4 | -1.4
CCCCC(CC)CN1CN(CC(CC)CCCC)CC(C)(N)C1 (configuration not stated) | . | -16.2 | -5.5 | 3.6 | -36.6 | . | . | . | 12.6
CCN(CC(=O)Nc1c(C(=O)OC)[nH]c2ccc(Cl)cc12)c1ccc2c(c1)OCO2 | -13.9 | 59.7* | -2.5 | -2.9 | 19.5 | -0.6 | 0.2 | -6.1 | 6.0
CCOC(=O)N1CCN(C(=O)c2ccc3c(c2)N(Cc2ccc(C)cc2)CCS3)CC1 | 20.2 | -10.0 | -0.8 | -3.3 | 4.7 | 4.7 | 2.1 | -26.1 | 12.8
Cc1cccc(C(=O)N[C@H](C(=O)Nc2ncc(C)s2)C(C)C)c1 | -12.7 | -5.2 | -3.3 | 0.5 | 3.3 | -1.7 | -2.1 | -12.3 | 8.0
COc1cc(C[C@@H](CO)[C@H](CO)Cc2ccc(O)c(OC)c2)ccc1O | 6.0 | . | . | . | . | 0.6 | 0.1 | -3.3 | .
CN1CCN(CCCNC(=O)c2ccc(/C=C3/Sc4ccccc4N(Cc4cccc(Cl)c4)C3=O)cc2)CC1 | . | 56.6* | 0.4 | -12.2 | 23.6 | . | . | . | 36.2
O=C(Cc1c(F)cccc1Cl)Nc1ccncc1 | -12.5 | 9.6 | -2.9 | 3.4 | -3.3 | 1.1 | 2.4 | -5.6 | 5.8
CSc1nc(Oc2ccc(=O)[nH]n2)nc(N(C)C)n1 | -2.9 | -13.3 | -1.4 | -10.2 | 2.2 | 0.7 | 1.1 | -6.1 | 0.9
O=c1c(C/C=C/c2ccccc2)c(O)ccn1Cc1cccc(Cl)c1 | -1.6 | -12.0 | -1.8 | 1.0 | 2.2 | 0.3 | 0.8 | -12.4 | 1.0

This is a random part of the collection; 3.7% or so of the library scored in one or more.
